Source: PubChem BioAssay (several laboratories)
Fh CTSL1 inh – blocks F. hepatica cathepsin L1 in PFM18AAP counter-screen; inhibition, % at 5.96 µM; actives 0.49% (n = 300,000); recombinant F. hepatica cathepsin L1, Z-Leu-Arg-MCA fluorescence;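 active = inhibition above the mean of all tested compounds plus 3 SD, set per screening campaign, cut at about 17% in these data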;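 also: 0% = plate median of test compound wells and 100% = 1 µM Z-Phe-Ala-diazomethylketone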
HCV core dimer – HCV core protein dimerization inhibition; AID 1899; inhibition, % at 5 µM; actives 0.33% (n = 300,000); TR-FRET GST/Flag-core106 dimerization, 1536-well;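 active = inhibition above the mean of all tested compounds plus 3 SD, set per screening campaign, cut at about 45% in these data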
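System – GST-tagged and Flag-tagged HCV core protein residues 1-106 · Repeats – one well for each compound · Technique – TR-FRET 671 and 617 nm emission · Doses – one concentration, 5 µM, in 0.5% DMSO · Times – 4 h, 22.5 °C incubation · Also added – Eu donor and XL665 acceptor anti-tag antibodies · Measure – percent inhibition of core106 dimerization signal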
PP1 inh – PP1-alpha (human) inhibition in PP5 counter-screen; P62136; purified PP1alpha, OMFP fluorescence; inhibition, % at 6.7 µM; actives 0.9% (n = 320,000); AID 2235;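 active = inhibition above the mean inhibition of all tested compounds plus 3 SD, computed separately for each screening campaign, cut at about 15% in these data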
Efflux pump mplx – antifungal efflux pump inhibition, Nile Red retention. S. cerevisiae Candida pump triplex. inhibition, % at 10 µM. actives 0.44% (n = 330,000);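 active = plate passing quality check with inhibition over a set limit, or well fluorescence over plate mean plus 4 SD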;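 also: Nile Red retained in pooled yeast measured as flow cytometry median fluorescence; 0% = buffer negative control and 100% = Enniatin B positive control; higher means more Nile Red kept so more efflux inhibition; some compounds called inactive have numbers as strong as hits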
GASC-1 inh – inhibitors of human GASC-1 (JMJD2C) demethylase; inhibition, % at 2.35 µM; actives 0.069% (n = 330,000); GST-JMJD2C(1-420) H3K9me3 demethylation, DELFIA europium; Q9H3R0; AID 2099;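 active = more than half of a compound's replicate wells show inhibition beyond 50%, single wells judged on their own value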;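 also: signal counts dimethyl H3K9 product captured on neutravidin plate; 0% = median of DMSO wells and 100% = 0.3 times that DMSO median; strong numbers were not always called active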
Target sequence (Q9H3R0 1-420 limits assumed): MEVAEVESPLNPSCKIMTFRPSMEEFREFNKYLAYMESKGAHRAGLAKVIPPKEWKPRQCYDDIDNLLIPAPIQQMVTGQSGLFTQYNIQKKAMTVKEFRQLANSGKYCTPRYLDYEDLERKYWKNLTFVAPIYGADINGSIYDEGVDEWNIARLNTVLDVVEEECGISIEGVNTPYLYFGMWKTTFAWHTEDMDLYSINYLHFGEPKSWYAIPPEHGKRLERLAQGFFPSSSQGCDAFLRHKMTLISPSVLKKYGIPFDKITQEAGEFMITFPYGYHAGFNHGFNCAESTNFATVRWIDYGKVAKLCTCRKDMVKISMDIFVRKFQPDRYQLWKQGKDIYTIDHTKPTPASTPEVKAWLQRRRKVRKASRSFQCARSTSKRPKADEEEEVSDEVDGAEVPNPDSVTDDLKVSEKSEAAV
PREPL inh – inhibits the human prolyl oligopeptidase-like enzyme | recombinant PREPL, fluorescence polarization activity-based probe | actives 0.68% (n = 320,000) | inhibition, % at 5.96 µM | Q4J6C6 | AID 2751; in the data active = inhibition above about 43%;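 also: 0% = enzyme with DMSO and 100% = wells lacking enzyme; many of its hits are not listed in these tables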
TPT1 inh – C. albicans TPT1 enzyme inhibition. inhibition, % at 5 µM. recombinant caTPT1, FP RNA substrate dephosphorylation. actives 0.81% (n = 300,000);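 active = inhibition above the mean of all tested compounds plus 3 SD, set per screening campaign, cut at about 24% in these data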;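 also: plate controls were DMSO alone for no effect and ferristatin control at 100 nM for full effect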
PP5 primary – PP5 (human) phosphatase inhibition; P53041; purified PP5c, OMFP substrate fluorescence; inhibition, % at 6.7 µM; actives 0.18% (n = 320,000);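 active = inhibition above the campaign's mean inhibition across all tested compounds plus 3 SD, cut at about 9.5% in these data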;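 also: 0% = DMSO only and 100% = 100 µM cantharidin control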
Target sequence (P53041 whole entry, looked up): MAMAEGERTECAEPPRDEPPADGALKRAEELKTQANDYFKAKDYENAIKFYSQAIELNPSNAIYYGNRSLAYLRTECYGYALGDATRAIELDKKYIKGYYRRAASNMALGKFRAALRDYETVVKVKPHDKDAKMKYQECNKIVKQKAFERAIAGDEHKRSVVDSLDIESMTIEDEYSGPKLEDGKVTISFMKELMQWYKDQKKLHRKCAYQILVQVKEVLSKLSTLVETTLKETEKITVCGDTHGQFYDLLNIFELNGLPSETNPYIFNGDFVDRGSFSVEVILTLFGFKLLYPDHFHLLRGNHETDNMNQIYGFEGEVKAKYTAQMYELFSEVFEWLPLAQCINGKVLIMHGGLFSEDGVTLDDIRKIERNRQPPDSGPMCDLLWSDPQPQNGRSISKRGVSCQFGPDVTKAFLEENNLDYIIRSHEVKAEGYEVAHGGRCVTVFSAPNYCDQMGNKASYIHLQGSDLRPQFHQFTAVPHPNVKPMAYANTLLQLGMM
LYPLA2 inh – counter-screen for PME1 inhibitors: inhibitors of human LYPLA2; AID 2177; inhibition, % at 5.9 µM; O95372; recombinant LYPLA2, FP-Rh probe fluorescence polarization; actives 0.38% (n = 320,000);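 active = inhibition above the screen-wide mean plus 3 SD, limit set per campaign, cut at about 26% in these data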;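 also: 0% = LYPLA2 with DMSO and 100% = wells lacking LYPLA2 enzyme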
The depositor's hits bear a star; x = not tested or not shown; & = joins results of further samples.

Compound	PP5 primary	LYPLA2 inh	Fh CTSL1 inh	GASC-1 inh	Efflux pump mplx	TPT1 inh	PREPL inh	HCV core dimer	PP1 inh
Cc1cc(-c2ccccc2)nc(=O)[nH]1	2.3	1.0	-2.6	-4.7	0.1	-0.9	-8.1	-1.2	-2.6
Brc1ccc(-c2c(-c3ccsc3)sc3ccccc23)cn1	-0.3	-1.4	x	15.5	-0.3	x	-2.6	x	2.8
O=C(CNC(=O)c1ccc(Cl)cc1Cl)OCn1nnc2ccccc2c1=O	-0.4	7.3	-12.8	11.6	0.1	-1.1	3.1	1.4	0.2
Cn1c(=O)cc(SCC(=O)N2CCN(c3ccccn3)CC2)c2ccccc21	0.6	-0.2	-0.6	-30.4	-0.1	-2.7	-40.6	-0.5	0.5
CCOc1ccc(N2CSC(=S)N(c3ccc(OCC)cc3)C2)cc1	2.5	-1.3	4.0	7.3	0.1	-1.5	3.3	-0.3	-3.5
CSc1nnc(-c2ccc([N+](=O)[O-])cc2)o1	2.6	-4.3	1.2	5.9	0.1	-3.1	1.3	-0.8	-3.0
Cn1nc(-c2ccc(C(=O)O)cc2)c2ccccc2c1=O	0.7	9.2	0.8	4.0	0.0	-5.0	7.1	-4.0	0.7
Cc1cc2c(ncn2Cc2ccccc2)c(NS(C)(=O)=O)c1C	0.4	1.9	-3.5	-9.5	-0.1	-8.7	9.3	3.9	-0.1
COc1ccccc1OCC(=O)Nc1ccc(S(=O)(=O)N2CCCCCC2)cc1	3.6	-7.8	-12.0	-2.7	0.4	-0.3	-15.9	8.1	5.6
CCOC(=O)CCCNC(=O)CCNC(=O)c1ccc(OCCC(C)C)cc1	0.5	2.5	0.3	4.3	-0.1	-0.3	3.5	-11.1	-0.2
Cn1nccc1C(=O)Nc1cccc(S(=O)(=O)N2CCOCC2)c1	0.1	9.0	-1.5	2.4	-0.4	0.6	4.0	-5.0	2.7
c1ccc2cc(Cn3ccnc3)ccc2c1	-0.8	1.2	3.5	2.2	0.0	-0.6	-13.7	-3.7	0.7
Cc1c(NC(=O)c2ccc(Cl)nc2)cccc1-c1nc2cccnc2s1	-0.6	1.2	-3.2	-2.5	0.0	1.6	-5.5	5.4	-4.1
NC(=O)CC12CC3CC(C1)CC(CC(N)=O)(C3)C2	0.8	2.0	-4.0	3.8	0.1	0.6	-3.9	-2.2	-1.0
Cc1cc(C)cc(N=c2c([N+](=O)[O-])nn(-c3ccc(Cl)cc3)n2O)c1	1.4	-2.5	10.8	-5.9	-0.1	-0.4	24.1	3.8	1.0
COCCN(CC(=O)NCC1CCCO1)C(=O)CCC(=O)Nc1cc(C)on1 (configuration not stated)	0.5	5.2	-4.8	3.4	-0.1	-2.8	0.1	-2.9	0.0
COc1cccc(NC(=O)CN(C)C(=O)/C=C/c2ccc3ccccc3n2)c1	3.1	-8.8	3.9	-5.6	0.1	5.9	-6.7	15.3	3.2
CC(=O)OCC1(C)CN(c2ccccc2)N(C(C)=O)C1=O (configuration not stated)	1.8	4.0	-1.0	-0.2	-0.1	-6.1	10.2	-9.0	-2.4
Cc1cc(NS(=O)(=O)c2ccc(NC(=S)NC(=O)c3cccc(S(=O)(=O)N(C)C)c3)cc2)no1	1.3	6.1	3.0	4.8	-0.1	2.9	0.7	0.7	-0.7
CN1CCN(C2=C(NS(=O)(=O)c3ccccc3)C(=O)c3ccccc3C2=O)CC1	-6.4	-0.3	10.1	9.7	-0.2	-2.4	22.1	-39.1	7.6
COc1cc(/C(C)=N/NC(=O)CN2CCN(S(=O)(=O)c3ccc(C)cc3)CC2)ccc1O	-3.0	-0.9	-3.7	-106.3	0.1	-0.8	-0.1	-1.7	-3.6
Cc1cc(C)n(C(=O)CSc2nc3ccccc3o2)n1	1.6	8.5	-5.5	-1.4	-0.2	-2.1	-0.4	-2.7	-0.1
COc1ccccc1-n1nc(C)cc1N	-0.6	2.4	3.4	0.3	-0.2	-2.9	0.2	-1.5	-0.6
Cc1nc2cc(NC(=O)CS(=O)(=O)c3ccc(F)cc3)ccc2s1	-0.6	5.0	5.1	15.0	-0.1	-2.2	-10.7	-1.5	-2.8
Cc1cc(C)c2cc(C(=O)N3CCN(c4ncccc4C(F)(F)F)CC3)[nH]c2c1	5.1	-7.9	0.1	5.0	0.2	-1.8	2.1	0.2	2.6
O=C(Nc1ccccc1)c1ccc(S(=O)(=O)N2CCCCC2)cc1	5.4	-1.5	-1.6	28.1	0.8	-2.2	2.9	3.7	2.7
O=C1NC(c2cccs2)Nc2sc3c(c21)CCCC3 (configuration not stated)	3.4	5.4	1.1	-1.9	0.0	-0.3	13.6	-0.1	-0.2
COc1cccc(CC(=O)Nc2nc(-c3cccnc3)cs2)c1	4.0	0.6	-6.0	19.6	-0.1	1.8	11.0	14.0	3.5
O=C1OC(c2ccccc2)=C/C1=C\N1CCOCC1	1.7	-2.4	7.1	7.2	0.0	9.7	2.3	4.1	-0.5
Cc1ccccc1S(=O)(=O)c1c(C)cc(C)n(CC(C)C)c1=O	3.5	3.2	0.6	-3.2	0.2	-0.7	-3.9	3.1	-3.2

Structural class, the compounds so far with an NH in an aromatic ring
Compound	PP5 primary	LYPLA2 inh	Fh CTSL1 inh	GASC-1 inh	Efflux pump mplx	TPT1 inh	PREPL inh	HCV core dimer	PP1 inh
Cc1cc(-c2ccccc2)nc(=O)[nH]1	2.3	1.0	-2.6	-4.7	0.1	-0.9	-8.1	-1.2	-2.6
Cc1cc(C)c2cc(C(=O)N3CCN(c4ncccc4C(F)(F)F)CC3)[nH]c2c1	5.1	-7.9	0.1	5.0	0.2	-1.8	2.1	0.2	2.6

(cont.)
Compound	PP5 primary	LYPLA2 inh	Fh CTSL1 inh	GASC-1 inh	Efflux pump mplx	TPT1 inh	PREPL inh	HCV core dimer	PP1 inh
COc1ccc(-n2ncc3c2CC(C)(C)CC3NC(=O)c2c(C)cc(=O)oc2C)cc1 (configuration not stated)	-1.8	-6.7	-4.3	-3.3	0.0	0.0	-1.1	4.8	1.6
Cc1ccccc1C1CCCN(Cc2nc(CC3CC3)no2)C1 (configuration not stated)	1.7	-1.8	1.1	4.1	0.0	-0.6	1.7	2.9	1.0
O=C(Nc1ccccc1C(F)(F)F)c1cc(S(=O)(=O)N2CCOCC2)ccc1F	0.7	2.2	5.1	10.9	-0.1	0.4	-3.3	-1.1	-7.8
CCCc1cc(=O)oc2c3c(cc(OCC(=O)NCCCn4ccnc4)c12)OC(C)(C)CC3	2.2	0.8	0.7	-3.4	0.1	-2.3	10.1	4.3	-0.5
O=C(NCc1ccccc1Cl)C1CCCN1S(=O)(=O)c1ccc(F)cc1 (configuration not stated)	-2.1	2.9	-1.3	-4.0	0.0	3.3	-1.6	-3.3	3.8
CCOc1ccccc1NC(=O)C1CCCN(S(C)(=O)=O)C1 (configuration not stated)	2.9	1.2	-3.2	5.4	-0.1	2.3	0.5	-15.2	-3.4
CNC(=S)N/N=C/c1cn(CCOc2ccccc2OC)c2ccccc12	-0.1	23.6	8.6	-21.6	-8.7	0.2	27.5	9.4	-3.5
C=CCNC(=S)N/N=C/c1cn(-c2ccccc2)nc1-c1ccc(OC)cc1	1.5	-25.0	-2.2	-4.0	0.1	-3.6	0.2	5.3	2.7
COc1ccc(CCCc2nnc(SCC(=O)Nc3cc(C)c(C)cc3Br)o2)cc1	3.2	2.5	0.2	4.1&1.7	0.8*	-3.3	6.5	0.5	1.2
COc1ccc(CCNC(=S)N2CCC(Cc3ccccc3)CC2)cc1OC	3.9	17.9	1.1	10.0	-0.1	-0.2	-9.2	2.1	2.6
Cc1ccc(CNC(=O)CCC2CCCN(Cc3c(C)nn(C(C)C)c3C)C2)o1 (configuration not stated)	4.1	-3.7	0.9	141.0	0.2	2.1	3.4	-4.6	-0.7
COc1ccc(-c2nc(CNS(=O)(=O)c3cc(OC)ccc3OC)cs2)cc1	2.7	1.0	1.6	31.3	-0.3	-3.0	-3.9	-0.7	0.5
O=C(CSc1nnc(-c2cccnc2)o1)N1CCCCC1	-1.2	0.5	4.8	-4.1	-0.2	-0.5	-2.5	-0.8	0.7
Cc1sc2nc(CSCC(=O)Nc3ccc(OC(F)F)cc3)[nH]c(=O)c2c1C	1.0	1.6	-3.0	-2.3	0.0	3.2	2.3	1.1	3.2
CCCN1CCN(C(=O)CS(=O)(=O)Cc2nc(-c3cccc(OC)c3)oc2C)CC1	1.6	2.9	1.9	-26.8	0.0	-1.4	3.2	8.4	-4.6

Single records, as listed above. Values in the order: PP5 primary, LYPLA2 inh, Fh CTSL1 inh, GASC-1 inh, Efflux pump mplx, TPT1 inh, PREPL inh, HCV core dimer, PP1 inh
`CCCN1CCN(C(=O)CS(=O)(=O)Cc2nc(-c3cccc(OC)c3)oc2C)CC1` is listed with 1.6, 2.9, 1.9, -26.8, 0.0, -1.4, 3.2, 8.4, -4.6
`CCCc1cc(=O)oc2c3c(cc(OCC(=O)NCCCn4ccnc4)c12)OC(C)(C)CC3` is listed with 2.2, 0.8, 0.7, -3.4, 0.1, -2.3, 10.1, 4.3, -0.5

Carrying on:
Compound	PP5 primary	LYPLA2 inh	Fh CTSL1 inh	GASC-1 inh	Efflux pump mplx	TPT1 inh	PREPL inh	HCV core dimer	PP1 inh
O=c1c2ccccc2n(CC(O)CN2CCOCC2)c2ccccc12 (configuration not stated)	0.8	-15.5	4.3	-4.0	0.3	-3.0	10.0	-2.2	5.0
CCn1c(-c2ccccc2)c(C(=O)CCl)c2ccccc21	-0.3	5.1	6.3	6.1	-0.1	-1.2	20.2	9.2	-3.0
COC(=O)[C@H](c1ccccc1Cl)N1CCc2sccc2C1	-1.4	0.2	0.4	5.1	-0.1	-0.9	-12.3	2.4	-3.2
Cn1c(=O)oc2cc(C(=O)c3ccccc3)ccc21	2.0	12.9	0.0	-9.0	0.0	-5.1	-8.7	3.9	-2.3
CN(Cc1cccnc1)C(=O)CNC(=O)COc1ccccc1	1.8	-3.9	-8.7	1.9	0.2	-1.3	14.1	-6.8	0.9
O=C(NCc1ccncc1)C1COc2ccccc2O1 (configuration not stated)	-1.4	-2.4	-1.5	-23.1	0.1	-6.0	3.5	1.9	-1.1
COc1ccc2oc(C(=O)OCC(=O)N3CCN(S(=O)(=O)c4ccccc4)CC3)c(C)c2c1	0.8	5.3	-1.8	1.2	-0.1	1.4	-12.0	11.6	-3.9
O=C(Nn1cnnc1)C(c1ccccc1)c1ccccc1	0.1	8.7	-1.1	1.3	0.2	-6.0	2.8	-6.8	-0.3
COc1ccc(NC(=O)Nc2cc(NC(=O)Nc3ccc(OC)cc3)c(C)nc2C)cc1	3.2	-7.5	-0.8	7.2	0.6	-1.2	3.9	14.5	18.3*
Cc1cccc2cc(C(c3nnnn3C(C)(C)C)N3CCN(C(=O)c4ccco4)CC3)c(=O)[nH]c12 (configuration not stated)	-1.1	0.6	0.1	-8.4	-0.1	0.2	6.4	-3.4	-5.2
Cc1[nH]c2ccccc2c1/C=N/NC(=O)c1cccs1	1.4	1.3	1.6	3.3	0.0	15.0	13.1	-6.8	1.3
CCN(CC)S(=O)(=O)c1ccc(NC(=O)COC(=O)c2c[nH]c(=O)[nH]c2=O)cc1	-0.2	-0.3	-5.9	12.1	0.1	-0.6	-4.4	-2.8	3.6
COc1ccc(CCn2c(=N)c(C(=O)NC3CCCC3)cc3c(=O)n4ccccc4nc32)cc1	1.5	1.5	3.5	3.2	-0.1	1.6	34.6	11.4	-0.8

These rows are one share of the data; rates above refer to the full screens.
